# KOR beta-arrestin-1 – kappa opioid receptor activators – cell-based, luminescence, uHTS, primary screen (AID 1777); KOR beta-arrestin recruitment, luminescence; higher % means a stronger effect; one-dose activation, % at 10 µM; EC50 in µM for titrated hits; hit rate 0.02% among 280,000; in the data active = activation above about 50%, passing the limit was not always enough; also: a part of the inactive calls stands beside numbers as strong as those of hits
# NTR1 ag – NTR1-driven beta-arrestin-GFP spot formation – imaging, U2OS cells, high content, primary screen (AID 493036); hit rate 0.17% among 330,000; activation, % at 20 µM; P30989; agonist mode;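 active = activation at or above 40% of the spot to cytoplasm intensity ratio, with at least 20 cells analyzed; inconclusive = wells under 20 cells, flagged as cytotoxic or low count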;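 also: 0% = DMSO without peptide and 100% = 100 nM NTR1 peptide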
# Target sequence (P30989 whole entry, looked up): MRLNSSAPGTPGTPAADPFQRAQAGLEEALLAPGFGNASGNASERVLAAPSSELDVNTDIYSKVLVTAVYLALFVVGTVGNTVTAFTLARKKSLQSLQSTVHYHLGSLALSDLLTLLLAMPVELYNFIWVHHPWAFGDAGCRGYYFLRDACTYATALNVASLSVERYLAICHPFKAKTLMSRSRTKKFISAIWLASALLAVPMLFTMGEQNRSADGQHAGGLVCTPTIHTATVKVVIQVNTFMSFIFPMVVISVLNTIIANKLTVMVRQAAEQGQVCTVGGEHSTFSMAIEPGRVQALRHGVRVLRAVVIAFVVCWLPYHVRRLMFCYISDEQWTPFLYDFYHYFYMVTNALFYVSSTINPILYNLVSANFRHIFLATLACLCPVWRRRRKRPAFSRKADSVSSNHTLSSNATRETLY
# GPR55 beta-arrestin – selective activators of receptor GPR55 – imaging, U2OS cells, beta-arrestin-GFP redistribution, primary screen (AID 1961). U2OS GPR55 beta-arrestin-GFP redistribution imaging; higher % means a stronger effect. activation, % at 10 µM; hits with a dose series show EC50 in µM. hit rate 0.048% among 290,000;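 active = activation above 40% with more than 50 cells counted in the well; inconclusive = wells holding fewer than 50 cells, flagged as toxic or sparse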;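 also: U2OS osteosarcoma cells stably expressing GPR55 and beta-arrestin-GFP; plate controls were DMSO negative control for no effect and LPI positive control for full effect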
# Myeloid diff MLP – myeloid differentiation induction; ER-HoxA9 myeloid progenitors, lysozyme-GFP differentiation, flow cytometry; hit rate 1% among 360,000; calls only at 10 µM; AID 624256;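 active = normalized GFP-positive differentiation at or above the plate's own cutoff, the solvent-only control mean plus 3 SD; inconclusive = no clear call, values can overlap the other calls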;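 also: cells exposed to compound for four days before flow analysis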
# T cell modulator – modulates CD8 T cell binding to vesicles; 2C CD8+ T cell-vesicle binding, flow cytometry; hits give low values; calls only at 7 µM; hit rate 0.068% among 330,000;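 active = response, share of CD8 T cells binding vesicles, and their 90th percentile fluorescence all below set limits, cut at about 80% in these data, passing the limit was not always enough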
#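 System: murine 2C transgenic CD8+ T lymphocytes; also added: QL9-loaded Drosophila micro-vesicles; times: binding 1.5 h at 37 °C; measured by: flow cytometry, PE anti-B7-1 (FL2) versus Alexa647 anti-CD8 (FL8), PFA-fixed; control set: Peptide-free naked vesicles (low) and QL9 vesicles with 0.7% DMSO vehicle (high)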
# NOD1 inhibition – inhibition of NOD1-driven NF-kB reporter – cell-based, luminescence, uHTS, primary screen (AID 1578); NOD1-driven NF-kB luciferase reporter cells, luminescence; higher % means a stronger effect; inhibition, % at 4 µM; hits with a dose series show EC50 in µM; hit rate 1% among 290,000; in the data active = inhibition mostly above about 36%, no sharp cut-off; inactive = mostly below about 34%;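 also: HEK-293T reporter cells stimulated with the NOD1 agonist gamma-tri-DAP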
# HEK293 NOD2/NF-kB – NOD2 signaling inhibitors, cell-based, luminescence, uHTS, HEK293 (AID 1566); HEK293 NOD2/NF-kB luciferase reporter, luminescence; higher % means a stronger effect; inhibition, % at 4 µM, or EC50 in µM where a hit was titrated; hit rate 0.63% among 290,000; also: many of its hits are not listed in these tables
# GPR55 antagonists – GPR55 antagonists blocking LPI-driven arrestin recruitment, primary screen, imaging, U2OS, beta-arrestin-GFP, LPI agonist (AID 2013). inhibition, % at 10 µM, or IC50 in µM where a hit was titrated. U2OS GPR55 beta-arrestin-GFP translocation imaging, LPI antagonism; higher % means a stronger effect. hit rate 0.13% among 290,000;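 active = spots per cell inhibited over 60%, with over 100 cells counted and total cytoplasm intensity under 500,000; inconclusive = wells with under 100 cells, flagged as likely toxic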;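 also: U2OS cells stably carrying GPR55 and arrestin-GFP stimulated by 5 µM LPI near EC80; imaged beta-arrestin-GFP aggregate spots per cell after agonist stimulation; plate controls were LPI-stimulated DMSO wells for no effect and DMSO wells without LPI for full effect; some results filed as inactive read as strong as hits; confirmed hits need IC50 under 10 µM and bright autofluorescent wells are also inconclusive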
# KOR beta-arrestin-2 – KOR antagonists, beta-arrestin recruitment, cell-based, luminescence, uHTS (AID 1778). KOR beta-arrestin recruitment, luminescence, antagonist mode; higher % means a stronger effect. inhibition, % at 10 µM, or IC50 in µM where a hit was titrated. hit rate 0.091% among 290,000; also: strong numbers were not always called active
# T cell modulator vesicle-bound % – also measured in T cell modulator; calls as there; double positive events, %; measured here: CD8+ vesicle-bound cell fraction;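 binding gate set so that unloaded-vesicle control wells show 10% double positive cells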
# NTR1 ag cell count 20 µM – also measured in NTR1 ag; calls as there; cell count; measured here: cell count, cytotoxicity flag
# Myeloid diff MLP GFP+ MAC1+ % – second read-out of Myeloid diff MLP, no call of its own (marks repeat the call); GFP+ MAC1+ double positive, %; measured here: differentiation confirmed by MAC1 staining
# * = called active by the depositor; i = inactive; ? = inconclusive; nt = not tested or not shown; [ ] = dose if it differs, or a comment. Rule as the data show it, unless noted: active = inhibition above about 50%; inactive = the rest. Not all compounds are listed, so the mix of outcomes need not match the whole.
SMILES,KOR beta-arrestin-1,NTR1 ag,NTR1 ag cell count 20 µM,GPR55 beta-arrestin,Myeloid diff MLP,Myeloid diff MLP GFP+ MAC1+ %,T cell modulator,T cell modulator vesicle-bound %,NOD1 inhibition,HEK293 NOD2/NF-kB,GPR55 antagonists,KOR beta-arrestin-2
Cc1ccc(C)c(-c2[nH]ncc2CN2CCCC(CO)(Cc3ccccc3C)C2)c1 (stereo unspecified),-1.1%,0.5,40,0.4%,i,0.1,i,53.1,-21.6%,21.3%,3.3%,-15.5%
COc1ccc(-c2cc3cc(C(=O)O)ccn3c2C(=O)c2ccccc2)cc1,0.4%,1.0,45,-0.6%,i,0.2,i,55.6,0.4%,17.7%,-2.4%,22.4%
O=C(Cc1ccc([N+](=O)[O-])cc1)NCc1ccccn1,nt,0.7,39,0.2%,i,0.4,i,48.6,-19.2%,5.0%,-4.1%,-41.9%[20 µM]
O=C(NCCc1ccccc1)C(=O)NCC1OCCN1S(=O)(=O)c1cc(F)ccc1F (stereo unspecified),2.6%,0.0,73,0.0%,i,2.0,i,41.5,2.1%,11.2%,-7.3%,-27.0%[20 µM]
O=C(NNC(=O)C1CC1)c1cc2cc3ccccc3nc2s1,-2.9%,1.7,81,0.2%,i,0.2,i,45.1,-8.4%,-4.3%,-3.4%,-12.5%[20 µM]
O=C(NCCCN1CCC(Cc2ccccc2)CC1)C1CCN(S(=O)(=O)N2CCC3(CC2)OCCO3)CC1,-2.3%,-0.7,34,0.7%,i,0.1,i,58.8,-31.7%,12.7%,6.0%,-0.4%
O=C1CC(c2ccccc2)CC(=NCCO)/C1=C(\O)CCCN1C(=O)c2ccccc2C1=O (stereo unspecified),-3.4%,1.4,56,0.2%,i,0.5,i,30.6,12.6%,0.7%,10.9%,-4.9%
N#CCC(=O)Nc1ccc(C(=O)OCC(=O)Nc2cccc(C(F)(F)F)c2)cc1,-6.1%,-0.3,53,0.1%,i,0.0,i,30.2,-33.6%,4.9%,6.0%,27.2%
O=C1NC[C@H](c2ccccc2)N(CC2CCCCC2)C1=O,6.8%,-1.5,65,-0.1%,i,1.3,i,39.6,-1.4%,-3.3%,-15.6%,10.6%
O=C1CSC(c2ccccc2)N1c1cccnc1 (stereo unspecified),2.8%,-0.3,54,0.2%,i,0.8,i,22.8,7.3%,12.3%,12.7%,0.2%
COc1ccccc1N1CC(C(=O)OC(C)C(=O)N2CCCc3ccccc32)CC1=O (stereo unspecified),-3.0%,1.5,54,-0.1%,i,0.9,i,38.8,-7.0%,14.7%,1.6%,-28.9%
Cc1cccc(CNc2ccc(C(CC(N)=O)NC(=O)Cc3cccc4ccccc34)cc2[N+](=O)[O-])c1 (stereo unspecified),-9.2%,12.5,104,-0.1%,i,0.9,i,25.3,-3.3%,6.4%,7.0%,27.8%
O=C(Cn1nc(-c2ccco2)ccc1=O)Nc1ccc(Br)cc1,-4.6%,0.0,69,-0.2%,?,nt,i,52.1,-27.0%,-14.6%,-3.4%,-8.0%
C/C(=N/NC(=O)CNC(=O)c1ccccn1)c1ccc([N+](=O)[O-])cc1,-0.9%,1.5,37,-0.5%,i,0.0,i,62.8,1.6%,11.3%,-13.5%,6.2%
C=CCSc1nnc(CNC(=O)c2ccc(Cl)cc2)n1CC,-3.9%,1.1,37,-0.1%,i,0.4,i,45.1,-33.8%,17.3%,-8.0%,-9.0%
CCOCCc1nnc(NC(=O)CS(=O)(=O)Cc2ccccc2)s1,7.3%,1.7,34,0.3%,nt,nt,i,10.5,9.7%,-28.5%,-3.0%,-33.4%
Cc1ccc(NC(=S)NC2CCCC2)cc1C,-3.1%,1.1,72,-0.1%,i,0.4,i,42.3,-23.4%,-3.0%,5.2%,20.1%
COC(=O)CN(n1cnnc1)S(=O)(=O)c1ccccc1,-5.4%,1.6,71,1.7%,i,0.5,i,56.3,7.7%,8.5%,11.0%,-29.6%
Cc1cccc(C(=O)NC(=S)Nc2ccc(Cc3ccncc3)cc2)c1,4.5%,2.4,69,-0.1%,i,0.1,i,29.4,nt,-2.2%,27.3%,-32.4%
Cc1cc(O)cc(O[C@H]2OC(CO)[C@H](O)[C@@H](O)[C@H]2O)c1 (stereo partly specified),0.6%,0.0,87,-0.1%,i,0.9,i,16.6,-8.8%,6.8%,8.8%,23.5%
CCCCOc1ccc(C(C)NC(=O)C2CCCN(S(=O)(=O)CCC)C2)cc1 (stereo unspecified),-0.7%,0.9,47,-0.2%,i,0.3,i,22.4,-15.3%,10.6%,2.0%,-1.2%
CCOC(=O)c1ccc(NC(=S)N2CCCC(C)C2)cc1 (stereo unspecified),-8.5%,0.1,50,0.3%,i,0.1,i,56.3,-31.6%,-19.0%,-1.7%,34.9%
Cc1cc(/C=N\NC(=O)COc2cccc3cccnc23)c(C)n1-c1ccc(Br)cc1,-0.3%,-0.8,70,-0.1%,i,0.1,i,56.5,-9.2%,-1.8%,19.3%,-16.9%
C=CCn1c(SCC(=O)N2CCc3ccccc3C2)nnc1-c1ccncc1,2.4%,-0.8,60,0.2%,i,0.2,i,5.1,-20.5%,8.7%,4.0%,-29.6%
COCCNC(=O)c1c[nH]n2c(=O)cc(C3CCN(C(=O)OC(C)(C)C)CC3)nc12,-0.1%,-2.3,85,-0.1%,i,2.6,i,19.4,5.4%,13.9%,10.9%,-48.2%

# Quoted at random: 2 records from the list, in no set order.
SMILES,KOR beta-arrestin-1,NTR1 ag,NTR1 ag cell count 20 µM,GPR55 beta-arrestin,Myeloid diff MLP,Myeloid diff MLP GFP+ MAC1+ %,T cell modulator,T cell modulator vesicle-bound %,NOD1 inhibition,HEK293 NOD2/NF-kB,GPR55 antagonists,KOR beta-arrestin-2
O=C(Cn1nc(-c2ccco2)ccc1=O)Nc1ccc(Br)cc1,-4.6%,0.0,69,-0.2%,?,nt,i,52.1,-27.0%,-14.6%,-3.4%,-8.0%
Cc1cc(/C=N\NC(=O)COc2cccc3cccnc23)c(C)n1-c1ccc(Br)cc1,-0.3%,-0.8,70,-0.1%,i,0.1,i,56.5,-9.2%,-1.8%,19.3%,-16.9%

# 3 structures already listed, sorted by SMILES length, lowest first:
SMILES,KOR beta-arrestin-1,NTR1 ag,NTR1 ag cell count 20 µM,GPR55 beta-arrestin,Myeloid diff MLP,Myeloid diff MLP GFP+ MAC1+ %,T cell modulator,T cell modulator vesicle-bound %,NOD1 inhibition,HEK293 NOD2/NF-kB,GPR55 antagonists,KOR beta-arrestin-2
O=C(Cc1ccc([N+](=O)[O-])cc1)NCc1ccccn1,nt,0.7,39,0.2%,i,0.4,i,48.6,-19.2%,5.0%,-4.1%,-41.9%[20 µM]
O=C(Cn1nc(-c2ccco2)ccc1=O)Nc1ccc(Br)cc1,-4.6%,0.0,69,-0.2%,?,nt,i,52.1,-27.0%,-14.6%,-3.4%,-8.0%
Cc1cccc(C(=O)NC(=S)Nc2ccc(Cc3ccncc3)cc2)c1,4.5%,2.4,69,-0.1%,i,0.1,i,29.4,nt,-2.2%,27.3%,-32.4%

# The results go on.
SMILES,KOR beta-arrestin-1,NTR1 ag,NTR1 ag cell count 20 µM,GPR55 beta-arrestin,Myeloid diff MLP,Myeloid diff MLP GFP+ MAC1+ %,T cell modulator,T cell modulator vesicle-bound %,NOD1 inhibition,HEK293 NOD2/NF-kB,GPR55 antagonists,KOR beta-arrestin-2
C/C(=N\NC(=O)c1ccccc1O)C1C(=O)c2ccccc2C1=O,100.4%,7.1,80,-0.1%,i,1.6,i,14.0,-29.5%,-79.8%,4.8%,1.7%
CC1CCN(S(=O)(=O)c2ccc3c(c2)c(=O)c(C(=O)NCc2ccccc2Cl)cn3C)CC1,1.5%,-1.9,66,-0.2%,nt,nt,i,33.5,-31.8%,8.7%,8.0%,20.0%
Cc1ccc(CNC(=O)CCNS(=O)(=O)c2cccs2)cc1,4.7%,-0.7,74,0.1%,i,0.4,i,3.5,-18.9%,12.0%,-5.7%,-7.3%
CN(C)S(=O)(=O)c1cc(NC(=O)CN2CCCc3ccccc32)ccc1Cl,6.1%,-1.2,57,-0.5%,i,1.2,i,22.7,-26.9%,-14.2%,-5.4%,-54.7%
CC1=NN(c2nc(-c3ccc(C#N)cc3)cs2)C(=O)C1,-10.5%,-2.0,34,-0.1%,nt,nt,i,51.8,-9.4%,10.5%,3.2%,-36.1%[20 µM]
O=C(Nc1ccccc1Cl)Nc1ccnn1C1CCN(C(=O)c2cscn2)CC1,4.9%,0.5,64,-0.1%,i,1.2,i,25.5,10.0%,15.7%,-15.9%,-26.6%
Cc1cccc2sc(NNC(=O)c3ccc(S(=O)(=O)N4CCc5ccccc5C4)cc3)nc12,11.1%,10.6,42,0.2%,i,1.7,i,39.2,38.3%,-0.3%,13.7%,-33.5%
O=C(CSc1cccs1)Nc1ccc2ccccc2c1,5.6%,2.6,76,-0.1%,i,0.8,i,24.6,8.2%,-67.5%,-7.3%,-43.9%
Cc1ccc2oc(=O)c3cc(C(=O)NCc4ccco4)sc3c2c1,-0.1%,1.8,62,-0.1%,i,1.0,i,31.4,-50.9%,5.9%,7.5%,19.2%
CSCCC(C(=O)OC1CCOC1=O)N1C(=O)c2ccccc2C1=O (stereo unspecified),-9.3%,7.1,58,0.0%,i,0.3,i,34.9,-29.1%,10.6%,-0.1%,-0.4%
CS(=O)(=O)N1CCCC(C(=O)Nc2ccc(Br)cc2F)C1 (stereo unspecified),-2.6%,-0.8,54,-0.2%,i,0.0,i,53.1,5.5%,-14.6%,-1.5%,15.2%
Cc1ccc(C(=O)C(C)OC(=O)CCN2C(=O)C3C4C=CC(C5CC45)C3C2=O)cc1 (stereo unspecified),-0.5%,0.2,56,-0.2%,i,0.4,i,26.0,2.4%,10.1%,10.6%,8.4%
CC12C=CC3(CN(Cc4ccccc4)C(=O)C3C1C(=O)NC1CC1)O2 (stereo unspecified),-4.1%,-0.9,49,-0.1%,i,0.9,i,33.3,6.2%,0.3%,10.3%,10.8%
COc1cc(C(=O)NCc2ccc3c(c2)OCO3)c([N+](=O)[O-])cc1OC,-4.4%,-0.1,58,0.5%,i,0.1,i,17.1,-20.8%,7.2%,7.0%,-3.8%
O=C(c1cc2c(=O)oc3ccccc3c2s1)N1CCOCC1,-2.8%,-0.1,47,0.3%,i,0.5,i,7.4,-28.0%,-5.1%,8.8%,-14.3%
